# Compound activity as filed in PubChem.
# DUSP1 inh: inhibitors of human MKP-1 phosphatase. P28562. recombinant MKP-1, OMFP hydrolysis fluorescence. inhibition, %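 (compounds tested at a single concentration somewhere between 10 and 100 µM)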. 65,000 compounds, 0.15% hits. AID 374;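 active means inhibition above about 50%, limit read from the data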;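 further: 0% = DMSO max control wells and 100% = wells with enzyme stopped by NaOH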
# Target sequence (P28562 whole entry, looked up): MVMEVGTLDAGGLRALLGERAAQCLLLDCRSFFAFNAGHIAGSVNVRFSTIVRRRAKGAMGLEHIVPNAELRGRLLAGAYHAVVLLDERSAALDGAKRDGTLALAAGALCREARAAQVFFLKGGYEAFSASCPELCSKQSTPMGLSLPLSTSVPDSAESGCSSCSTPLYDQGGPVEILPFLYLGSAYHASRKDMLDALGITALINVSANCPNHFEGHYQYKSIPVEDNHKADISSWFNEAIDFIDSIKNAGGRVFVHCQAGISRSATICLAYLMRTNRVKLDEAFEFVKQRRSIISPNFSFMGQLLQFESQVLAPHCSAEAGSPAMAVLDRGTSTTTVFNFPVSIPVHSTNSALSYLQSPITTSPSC
# ROCK2 blocker: ROCK2 (human) kinase inhibition; inhibition, % at 6 µM; O75116; 60,000 compounds, 0.35% hits; purified ROCK2, Kinase-Glo ATP depletion luminescence;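 active means inhibition above the screen-wide mean inhibition plus 3 SD, cut at about 18% in these data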;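 further: plate controls were DMSO wells for no effect and Y-27632 control wells after no-enzyme background subtraction for full effect; many of its hits are not listed in these tables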
# Cdc25B block: human M-phase inducer phosphatase 2 inhibition; AID 368; inhibition, %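 (compounds tested at 10 µM final in the well)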; recombinant Cdc25B, OMFP fluorescence Ex485/Em525; P30305; 65,000 compounds, 0.1% hits; in the data active means inhibition above about 50%
# Hsp90 block: displaces geldanamycin probe from tumor Hsp90 | P07900 | NCI-N417 lysate Hsp90, Cy3B-geldanamycin FP displacement | inhibition, % at 30 µM | 64,000 compounds, 0.35% hits | AID 429;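 active means inhibition above 50%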;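 further: 0% = tracer plus lysate wells and 100% = tracer alone without lysate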
# Her2 expr inh: lowers expression of human Her2 kinase | HER2 level % of control, % at 10 µM | 65,000 compounds, 0.69% hits | SKBR-3 HER2 protein level, AlphaScreen, 18-24 h; active compounds read low;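 active means HER2 level under 5% of the carrier-only control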;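 further: 100% = DMSO carrier and 0% = 500 nM PU-H71 HSP90 inhibitor; lower value means stronger loss of Her2 protein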
# Abs 340nm: compound absorbs light at 340 nm; AID 708; fold change at 10 µM; 65,000 tested, under 10 active; compound absorbance at 340 nm, fold over control;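 active means at 10 µM dose, initial 340 nm absorbance at least 2 fold that of control wells; inactive means change under 2 fold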;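 further: initial absorbance extrapolated from kinetic A340 decline of NADH oxidation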
# Fluor 339 460: intrinsic fluorescence of library compounds, ex339/em460 – biochemical, MLSMR library, data from DPM-DC assay, artefact control, profiling panel | fluorescence fold increase at 10 µM | 65,000 compounds, 5.5% hits | AID 709 | compound autofluorescence, ex339/em460 nm, NADH buffer; active compounds read high; 1 = no-compound wells, NADH background;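 active means at 10 µM, mean starting fluorescence two-fold or more over control wells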;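 further: signal is the first read of a kinetic run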
# JNK3 blocker: blocks human JNK3 kinase activity; P53779; 60,000 compounds, 0.61% hits; inhibition, % at 8 µM; AID 746; purified JNK3 kinase activity, HTS; in the data active means inhibition above about 17%;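 further: 0% = DMSO and 100% = reference inhibitor; many of its hits are not listed in these tables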
# Target sequence (P53779 whole entry, looked up): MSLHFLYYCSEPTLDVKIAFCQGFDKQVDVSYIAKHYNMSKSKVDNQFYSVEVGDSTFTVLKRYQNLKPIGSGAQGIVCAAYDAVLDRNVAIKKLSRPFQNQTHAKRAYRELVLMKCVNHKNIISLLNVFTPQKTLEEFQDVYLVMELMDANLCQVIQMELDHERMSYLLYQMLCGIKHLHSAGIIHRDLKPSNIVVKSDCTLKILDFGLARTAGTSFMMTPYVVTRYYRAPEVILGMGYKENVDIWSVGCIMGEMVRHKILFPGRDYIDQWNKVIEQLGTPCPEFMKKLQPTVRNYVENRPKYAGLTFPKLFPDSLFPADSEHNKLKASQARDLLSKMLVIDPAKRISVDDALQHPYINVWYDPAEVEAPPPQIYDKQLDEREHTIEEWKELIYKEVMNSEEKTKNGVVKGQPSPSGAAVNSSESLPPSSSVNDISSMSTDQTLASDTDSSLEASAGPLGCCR
# PKA inh: inhibitors of human protein kinase A. inhibition, % at 6 µM. 65,000 compounds, 0.1% hits. PKA Kemptide phosphorylation, Kinase-Glo ATP luminescence;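 active means inhibition above the screen-wide mean inhibition plus 3 SD, cut at about 21% in these data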; further: many of its hits are not listed in these tables
# Starred values were filed as active, the others as inactive; x = no result given. A portion of the library; rates above refer to the full screens.
SMILES,DUSP1 inh,ROCK2 blocker,Cdc25B block,Hsp90 block,Her2 expr inh,Abs 340nm,Fluor 339 460,JNK3 blocker,PKA inh
CC(=O)Nc1cccc(NC(=O)C2CC3CCC2C3)c1 (stereo not drawn),-2.4,4.9,-3.2,-2.7,60.7,1.02,1.09,5.8,7.6
O=C(NCCN1CCOCC1)c1c(F)c(F)c(F)c(F)c1F,11.5,5.6,0.6,-0.2,95.5,1.06,1.11,7.3,6.0
O=C(NC1=NCCS1)c1cc2ccccc2o1,7.0,-2.9,-2.8,-3.0,62.5,1.07,0.95,2.8,2.8
OC(Cc1nc2ccccc2[nH]1)c1ccccc1Cl (stereo not drawn),-13.3,5.1,-9.4,1.5,94.7,1,1.05,-1.6,10.8
O=C(O)CCCCCN1C(=O)CCC1=O,-12.7,3.1,11.3,-1.6,95.6,1.01,1.08,5.8,2.7
O=C(CCCn1c(=S)[nH]c2cc3c(cc2c1=O)OCO3)NC1CC1,-1.2,x,-12.9,-0.7,94.7,1.08,1.03,x,-0.3
O=C(OCC#CCSc1nnc(-c2ccncc2)o1)c1cccs1,10.4,2.5,-20.0,-2.8,126.6,0.98,1.05,-5.3,2.2
Cc1cc(NC(=O)CC(CN(C)S(=O)(=O)c2ccccc2)c2ccccc2)no1 (stereo not drawn),11.5,0.3,-6.4,-3.6,80.5,1.03,1.02,2.7,-9.2
Cc1occc1C(=O)NC(C)CCc1ccccc1 (stereo not drawn),1.3,3.6,-8.5,-3.7,86.5,1.02,1.08,-0.1,1.7
Cc1nc2sc(C(c3ccccc3)N3CCN(C(=O)c4ccco4)CC3)c(O)n2n1 (stereo not drawn),7.3,1.0,0.2,5.0,95.3,1.03,1.11,-1.7,0.7
CCc1ccc2nc(NC3=NCN(CCCN4CCOCC4)CN3)nc(C)c2c1,-8.8,5.4,-0.5,-3.0,87.1,1.05,1.22,-1.5,4.2
CCCC(=O)Nc1ccccc1NC(=O)CCC,-1.8,1.3,3.7,-1.3,93.2,0.97,1.02,-12.4,4.7
COc1ccc(OCc2nnc(SC3CCOC3=O)n2-c2ccccc2)cc1 (stereo not drawn),-4.2,6.8,3.8,-1.6,69.7,1.02,1.06,2.9,-0.5
C=CCN(CC(=O)NCc1ccccc1)C(=O)c1csnn1,11.3,-1.7,-9.9,1.3,108.3,0.99,1.13,8.5,0.6
CCOC(=O)c1cc2c(ccn2C)n1CC(=O)N1CCN(c2ccccc2)CC1,8.7,-0.9,-1.6,-2.4,82.8,1.05,1.29,-0.3,-3.1
COc1ccccc1-n1cnc2cc(C(=O)NCC3CCCO3)ccc21 (stereo not drawn),9.2,6.0,-19.9,3.2,80.8,1.01,1.13,1.1,10.9
Cc1c(Cl)cccc1NC(=O)CN1CCN(CCO)CC1,-5.3,8.0,-7.2,-3.8,121.6,1.04,1.04,-1.4,8.9
CCSc1nnc(N)s1,19.0,-7.2,5.0,4.0,107.5,1.06,1.12,-1.8,-5.8
O=C(c1ccco1)N1CCN(C(=O)C2CCN(S(=O)(=O)Cc3ccccc3)CC2)CC1,-8.6,5.3,-5.8,-0.7,123.4,0.99,1.07,1.2,3.0
c1ccc2c(c1)nc(Nc1ccc3c(c1)OCO3)c1nnnn12,6.8,9.8,-5.5,2.5,80.4,1.03,1.21,-5.5,8.4
CCOC(=O)CN1CC23C=CC(O2)C(C(=O)NCCc2ccccc2)C3C1=O (stereo not drawn),16.3,-4.7,8.0,-0.3,111.7,1.05,1.09,1.2,-11.5
COc1cccc(CN2CCN(C(=O)c3ccco3)CC2)c1OC,5.7,4.8,-11.5,0.1,102.4,1.01,1.04,0.0,6.6
CC(=O)Nc1ccc(S(=O)(=O)N2CCN(C34CC5CC(CC(C5)C3)C4)CC2)cc1,0.2,4.1,19.5,-2.2,63.8,0.99,1.07,-7.2,6.5
Cc1oc(-c2ccccc2)cc1C(=O)Nc1cccc(C(=O)O)c1,8.0,5.6,-7.2,-14.0,57.6,1.03,1.12,-0.1,9.7
COCCn1nnnc1C(c1cccc(OC)c1OC)N1CCN(C2CCCCC2)CC1 (stereo not drawn),-11.7,-0.8,-8.1,-2.1,89.3,1,1.06,-10.2,1.5
O=C(O)Cc1coc(-c2ccc(F)cc2)n1,-6.5,1.1,8.7,0.5,79.8,1.02,1.03,1.2,-1.7
c1ccc(N2CCN(c3nnc(Cc4cccnc4)c4ccccc34)CC2)nc1,24.6,-1.1,-4.5,-3.9,81.8,1.03,1.08,0.0,-1.4
O=C(Cc1ccc(Cl)cc1)Nc1cccc(-c2nnc(-c3ccco3)o2)c1,-25.5,6.3,22.3,0.9,64.7,1.02,1.16,-1.8,5.9
CCNc1nc(CC)nc2c1oc1ccccc12,7.0,x,-20.1,x,141.3,1.04,1.12,x,-0.9
CCOc1ccc(C(=O)N2CCc3cc(OC)c(OC)cc3C2)cc1OCC,23.0,-1.6,1.1,-6.2,97.4,0.98,1.07,-0.9,-6.0
CCCCn1c2nc3ccccc3nc2c2c(=O)n(CC(C)C)cnc21,-16.6,5.8,21.8,-2.9,123.0,0.99,1.71,-3.2,3.5
O=C(CSc1ncnc2ccccc12)Nc1ccc2c(c1)OCO2,9.3,0.0,-2.9,2.5,98.1,1.05,1.03,-1.8,3.3
Cc1nnc(C)n1/N=C/c1cccn1C,-17.7,-0.2,0.9,-2.7,93.7,1.05,1.09,-1.5,-1.5
Cc1ccccc1Cn1c(=O)n(CCCC(=O)NCc2ccco2)c(=O)c2ccccc21,27.6,2.5,-9.0,1.6,72.5,1.03,1.15,2.4,6.7
Cc1onc(-c2ccccc2Cl)c1C(=O)NCc1cccs1,23.6,0.8,-6.8,3.9,82.5,1.02,1.16,0.5,4.0
O=S(=O)(Cc1ccc(Cl)cc1)Nc1ccc2c(c1)OCO2,-3.4,7.7,-1.7,56.3*,x,0.97,1.04,-1.1,7.8
O=C1Cn2c(nc3ccccc32)-c2ccccc2N1,19.9,1.9,4.5,-0.8,85.9,0.98,1.24,0.3,5.4
COc1ccc(N(C)S(=O)(=O)c2cccc(C(=O)Nc3ccc(-n4cnnn4)cc3)c2)cc1,31.2,-2.3,-4.8,-3.3,101.2,1.03,1.13,3.1,-2.2
Cc1occc1-c1nnc(SCC(=O)NCCc2ccccc2)n1Cc1ccccc1,23.1,1.4,4.6,-2.3,74.9,1.02,1.02,0.3,3.5
CC(NC(=O)C1CC2CCCC(C1)C2=O)c1ccccc1 (stereo not drawn),1.8,4.5,-3.8,0.7,100.7,1.04,1.12,-1.6,7.0

# Next section; it opens with the 5 that closed the last part.
SMILES,DUSP1 inh,ROCK2 blocker,Cdc25B block,Hsp90 block,Her2 expr inh,Abs 340nm,Fluor 339 460,JNK3 blocker,PKA inh
O=S(=O)(Cc1ccc(Cl)cc1)Nc1ccc2c(c1)OCO2,-3.4,7.7,-1.7,56.3*,x,0.97,1.04,-1.1,7.8
O=C1Cn2c(nc3ccccc32)-c2ccccc2N1,19.9,1.9,4.5,-0.8,85.9,0.98,1.24,0.3,5.4
COc1ccc(N(C)S(=O)(=O)c2cccc(C(=O)Nc3ccc(-n4cnnn4)cc3)c2)cc1,31.2,-2.3,-4.8,-3.3,101.2,1.03,1.13,3.1,-2.2
Cc1occc1-c1nnc(SCC(=O)NCCc2ccccc2)n1Cc1ccccc1,23.1,1.4,4.6,-2.3,74.9,1.02,1.02,0.3,3.5
CC(NC(=O)C1CC2CCCC(C1)C2=O)c1ccccc1 (stereo not drawn),1.8,4.5,-3.8,0.7,100.7,1.04,1.12,-1.6,7.0
CCc1nc(SCc2ccc(C(=O)OC)o2)c2c(=O)n(C)c(=O)n(C)c2n1,-4.6,1.7,2.8,-1.1,120.8,1.04,1.1,-2.9,1.0
CCOc1ccc(S(=O)(=O)N2CCN(S(=O)(=O)c3ccc(OCC)cc3)C(C)C2)cc1 (stereo not drawn),10.7,6.7,0.1,-3.5,60.5,1.04,1.06,3.8,9.1
CCOc1ccccc1Oc1cn[nH]c1-c1ccc(OC)cc1O,-27.2,-3.8,-8.0,-5.4,82.6,1.03,1.13,-3.2,-1.5
Cc1ccccc1Cn1ccc(NC(=O)c2nc3ncccn3n2)n1,18.5,-3.4,-16.0,0.8,110.7,1.02,1.02,2.1,-4.7
O=C(NCCCN1CCCCCC1)c1ccc(CS(=O)(=O)Cc2ccccc2F)o1,-23.7,x,-9.0,-5.4,80.4,1.05,1.16,x,2.6
O=C(O)CN(Cc1ccccc1)S(=O)(=O)c1ccc(F)cc1,7.9,3.1,3.0,-1.6,88.4,1.01,1.08,3.8,6.9
Cc1ccccc1-c1coc2cc(O)ccc2c1=O,4.7,16.8,-6.5,-6.6,89.6,1.17,3.85*,2.9,12.1
CC(=O)OCCN(Cc1ccccc1)Cc1ccc2c(c1)OCO2,-13.2,-3.5,1.2,-3.7,69.3,0.99,1.11,-4.1,1.2
CCOC(=O)c1nn(-c2c(C)n(C)n(-c3ccccc3)c2=O)cc1O,4.5,-1.7,-2.1,0.5,127.3,1.03,1.07,1.9,2.1
COC(=O)COc1ccc(C(=O)OC)cc1,5.8,3.8,-12.2,-1.3,103.4,1.01,1.07,-4.5,9.1
Cc1c(C(=O)NC(C)C)oc2c1-c1[nH]ncc1CC2,10.2,0.3,2.0,9.1,75.9,1.04,1.47,0.1,-0.5
COCCCNC(=O)CCCn1c(=O)c2ccccc2n(CC(=O)Nc2c(C)cc(C)cc2C)c1=O,10.6,6.3,-3.7,-4.4,97.9,1.03,1.09,-1.8,10.7
O=C(Nc1nc2n(n1)C(c1ccccc1)CC(c1ccc(Cl)cc1)N2)c1ccco1 (stereo not drawn),42.5,2.2,1.1,-1.4,73.4,1,1.11,-0.7,2.6
O=C(COC(=O)c1ccccn1)Nc1nccs1,-1.6,7.2,1.4,1.7,95.6,0.99,1.18,7.5,6.7
O=c1cc(O)c2c(=O)[nH]c(=O)n(-c3ccccc3)c2[nH]1,0.6,0.4,8.1,1.0,85.5,1,1.12,-0.3,1.5
COc1ccc(OCC(O)COc2ccc(C(=O)O)cc2)cc1 (stereo not drawn),0.7,2.0,-8.2,3.6,97.3,0.99,1.16,5.5,3.2
CCOC(=O)c1[nH]c2ccc(OCC)cc2c1NC(=O)CN1CCC2(CC1)OCCO2,15.3,-0.7,14.7,-2.4,71.7,1.08,3.85*,-5.9,6.0
Cc1cc(Cl)ccc1NC(=O)CSc1nnc(-c2ccncc2)n1Cc1ccco1,13.9,x,-14.0,x,102.1,1.02,1.12,x,-0.9
COC(=O)C1=CN(C(C)C)C=C(C(=O)OC)C1c1cc2c(cc1Br)OCO2,5.6,2.8,3.4,-0.9,106.3,1.01,2*,12.4,7.2
CC(=O)Oc1ccccc1N1C(=O)c2ccc(C(=O)O)cc2C1=O,-1.8,-1.3,7.0,-0.5,108.5,1.05,1.07,-2.2,-2.3
Cc1ccccc1CN1C(=O)C(O)(CC(=O)c2ccncc2)c2ccccc21 (stereo not drawn),7.5,0.8,-14.2,-4.7,106.9,1.02,1.05,4.9,-0.3
COc1ccc(CCNc2oc(COc3ccc(F)cc3)nc2C#N)cc1,-10.2,-1.8,-0.1,-1.9,116.3,1,1.1,-3.6,5.8
Cc1ccc(-c2[nH]c(=O)n3ccncc23)s1,-2.3,0.5,2.5,7.0,100.9,1.07,1.38,-16.8,4.3
CCN(CC)S(=O)(=O)c1ccc(NC(=O)CN(c2cccc(F)c2)S(C)(=O)=O)cc1,4.1,7.0,-6.4,-4.6,152.5,0.98,1.05,2.7,11.9
CCNC(=O)NC(C(=O)OC)C12CC3CC(CC(C3)C1)C2 (stereo not drawn),5.8,0.1,2.6,0.5,100.9,1.06,1.12,-2.1,4.1
C/C(Cl)=C\CNC(C)c1ccccc1 (stereo not drawn),-5.1,-0.3,-7.0,-2.8,95.7,1,1.11,-1.7,0.4
S=c1oc(-c2ccncc2)nn1CCc1ccncc1,6.6,0.4,-13.1,-9.4,97.6,1.06,1.03,2.7,1.1
